# Screening results deposited in PubChem by several laboratories.
# HIV peptide binding = inhibitors of HIV fusion peptide binding, primary screen, biochemical, uHTS, fluorescence dequenching (AID 1986) | 290,000 tested, 0.3% active | one-dose inhibition, % at 20 µM; IC50 in µM for titrated hits | cell-free peptide binding, fluorescence dequenching, 30 min; higher % means a stronger effect; in the data active = inhibition mostly above about 52%, no sharp cut-off; inactive = mostly below about 76%; note: some results filed as inactive read as strong as hits
# GPR55 LPI antagonism = GPR55 antagonists blocking LPI-driven arrestin recruitment, primary screen, imaging, U2OS, beta-arrestin-GFP, LPI agonist (AID 2013); inhibition, % at 10 µM; hits with a dose series show IC50 in µM; 290,000 tested, 0.13% active; U2OS GPR55 beta-arrestin-GFP translocation imaging, LPI antagonism; higher % means a stronger effect;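 active = spots per cell inhibited over 60%, with over 100 cells counted and total cytoplasm intensity under 500,000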;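 note: U2OS cells stably carrying GPR55 and arrestin-GFP stimulated by 5 µM LPI near EC80; imaged beta-arrestin-GFP aggregate spots per cell after agonist stimulation; plate controls were LPI-stimulated DMSO wells for no effect and DMSO wells without LPI for full effect; some results filed as inactive read as strong as hits; confirmed hits need IC50 under 10 µM and bright autofluorescent wells are also inconclusive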
# AID2073 = inhibitors of Mint1-CaV2.2 protein interaction, biochemical, HTRF (AID 2073). HTRF protein-protein interaction, Mint1-CaV2.2; higher % means a stronger effect. inhibition, % at 20 µM, or IC50 in µM where a hit was titrated. 290,000 tested, 0.19% active; in the data active = inhibition mostly above about 51%, no sharp cut-off; note: some results filed as inactive read as strong as hits
# SIAH1 antagonists = Siah-1 peptide-binding antagonists, primary screen, biochemical, fluorescence polarization, rhodamine-plectin, uHTS (AID 1817). displacement, % at 20 µM; hits with a dose series show IC50 in µM. 290,000 tested, 0.02% active. Siah-1 / rhodamine-plectin peptide fluorescence polarization; higher % means a stronger effect;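 active = displacement of at least 50% at 20 µM, with a fluorescence ratio check between 0.3 and a set limit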;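 note: plate controls were Siah plus tracer with DMSO for no effect and tracer alone without Siah for full effect; strong numbers were not always called active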
# K1F lysis inhibition = protection from phage-mediated lysis, alamar blue read-out – E. coli UTI89, K1F phage, bacterial capsule biogenesis inhibitors (AID 488966); E. coli UTI89 K1F phage lysis, alamar blue, 2 h; higher % means a stronger effect; one-dose inhibition, % at 100 µM; IC50 in µM for titrated hits; 340,000 tested, 0.02% active;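 active = phage lysis inhibition, versus mean bacterial control, above a set limit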;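 note: capsule biogenesis inhibitors block K1F phage lysis so surviving cells raise fluorescence; higher fluorescence means more inhibition of phage lysis; actives were called in the ten point dose series up to 300 µM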
# GPR55 beta-arrestin = GPR55 agonists via beta-arrestin recruitment, primary screen, imaging, U2OS cells, beta-arrestin-GFP redistribution (AID 1961); activation, % at 10 µM; hits with a dose series show EC50 in µM; 290,000 tested, 0.048% active; U2OS GPR55 beta-arrestin-GFP redistribution imaging; higher % means a stronger effect;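 active = activation above 40% with more than 50 cells counted in the well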;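 note: U2OS osteosarcoma cells stably expressing GPR55 and beta-arrestin-GFP; plate controls were DMSO negative control for no effect and LPI positive control for full effect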
# Dengue-2 NS5 capping = Dengue-2 NS5 methyltransferase inhibitors, primary screen, biochemical, confirmation dose response (AID 588689). Dengue-2 NS5 methyltransferase capping enzyme assay, biochemical; higher % means a stronger effect. one-dose inhibition, % at 25 µM; IC50 in µM for titrated hits. 340,000 tested, 0.3% active; in the data active = a potency from the dose series
# NTR1 ag = NTR1-driven beta-arrestin-GFP spot formation – imaging, U2OS cells, high content, primary screen (AID 493036); agonist mode; activation, % at 20 µM; 330,000 tested, 0.17% active;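 active = activation at or above 40% of the spot to cytoplasm intensity ratio, with at least 20 cells analyzed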;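 note: 0% = DMSO without peptide and 100% = 100 nM NTR1 peptide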
# Target sequence (P30989 whole entry, looked up): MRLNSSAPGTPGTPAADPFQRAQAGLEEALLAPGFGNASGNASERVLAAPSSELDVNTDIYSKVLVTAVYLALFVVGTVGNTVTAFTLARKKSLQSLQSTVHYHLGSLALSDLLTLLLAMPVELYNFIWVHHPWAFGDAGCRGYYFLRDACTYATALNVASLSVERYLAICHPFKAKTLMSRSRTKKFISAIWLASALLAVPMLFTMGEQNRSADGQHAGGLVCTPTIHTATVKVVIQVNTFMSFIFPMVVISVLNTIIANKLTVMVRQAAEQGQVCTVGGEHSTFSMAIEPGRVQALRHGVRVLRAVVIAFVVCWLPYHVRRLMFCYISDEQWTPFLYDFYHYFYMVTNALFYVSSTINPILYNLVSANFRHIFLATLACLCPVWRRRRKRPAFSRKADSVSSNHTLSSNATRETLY
# GPR35 antagonists = GPR35 antagonists blocking zaprinast-driven arrestin recruitment, primary screen, imaging, U2OS, beta-arrestin-GFP, zaprinast agonist (AID 2058) | U2OS GPR35 beta-arrestin-GFP translocation imaging, zaprinast antagonism; higher % means a stronger effect | inhibition, % at 10 µM, or IC50 in µM where a hit was titrated | 290,000 tested, 0.052% active;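 active = inhibition of at least 50% with at least 30 cells and total cytoplasm GFP at most 10,000,000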
# NTR1 ag cell count 20 µM = second read-out of NTR1 ag, no call of its own (marks repeat the call); cell count; measured here: cell count, cytotoxicity flag
# Dengue-2 NS5 capping pilot replicate = also measured in Dengue-2 NS5 capping; calls as there; inhibition, %; measured here: pilot screen replicate inhibition
# The depositor's hits bear a star; / = no result given; [ ] = remark or other dose.
SMILES,HIV peptide binding,GPR55 LPI antagonism,AID2073,SIAH1 antagonists,K1F lysis inhibition,GPR55 beta-arrestin,Dengue-2 NS5 capping,NTR1 ag,NTR1 ag cell count 20 µM,GPR35 antagonists,others
O=C(COC(=O)c1cc(=O)[nH]c2ccccc12)Nc1nc(-c2cccc(Br)c2)cs1,6.7%,4%,8%,1%,2.4%[50 µM],-0.1%,3%,2.7,68,0%,
COc1cccc(NC(=O)C2CC(=O)N=C(N)S2)c1 (configuration not stated),-1.5%,-4%,2%,2%,2.4%,0.0%,-3%,-0.9,79,-11%,
C=CCOC(=O)C(=O)/C=C/c1csc2ccccc12,25%,8%,16%,-1%,-3.6%,0.1%,24%,8.4,47,-17%,
COc1ccc(NC(=O)c2[nH]c(C)c(C(C)=O)c2C)cc1,0.7%,-2%,-3%,20%,0.2%,0.1%,-9%,1.3,59,-4%,
COc1ccc(CNC(=O)CN(C(=O)c2csnn2)c2cccc3c2CCCC3)cc1,0.7%,-2%,-5%,7%,-0.3%,-0.1%,-17%,3.5,43,2%,
O=C(COC(=O)c1ccccc1[N+](=O)[O-])Nc1cc(S(=O)(=O)N2CCOCC2)ccc1N1CCCC1,-1.7%,-3%,1%,-1%,1.0%,0.0%,7%,3.4,34,-5%,
CC(=O)c1[nH]c(C)c(C(=O)N2CCCC(Nc3cccc(F)c3)C2)c1C (configuration not stated),1.1%,-8%,14%,-2%,0.2%,-0.1%,-13%,-0.8,51,1%,
O=C(CN1C(=O)c2ccccc2S1(=O)=O)N1CCc2ccccc2C1,1.7%,9%,-5%,8%,0.5%,-0.1%,-3%,0.7,49,1%,
N#C/C(=C/c1ccc(C(=O)O)cc1)C(=O)NCc1ccccc1,1.5%,15%,0%,0%,0.0%,-0.3%,11%,-0.8,58,4%,
Cc1ccc(S(=O)(=O)NCC(C)n2nc(C)nc2C)cc1 (configuration not stated),0.0%,0%,24%,12%,0.0%,0.3%,1%,-1.3,59,-1%,
C/C(=N\NC(=O)C(NC(=O)c1ccccc1)C(C)C)c1ccccc1 (configuration not stated),-2.0%,-3%,-2%,1%,-0.4%[50 µM],0.2%,-8%,-0.5,71,6%,
COC(=O)c1ccc(COc2ccc3c(C)c(C)c(=O)oc3c2C)o1,-0.5%,-14%,18%,3%,/,-0.2%,/,/,/,2%,
O=C(N/N=C1\CCCc2c1[nH]c1ccc([N+](=O)[O-])cc21)c1ccncc1,-1.2%,6%,20%,12%,/,-0.1%,/,3.6,57,-1%,
CCN(CC)C1=CC(=[N+]2CCCC2)CC(C)(C)C1,0.9%,2%,10%,5%,2.0%[50 µM],-0.1%,1%,0.6,72,11%,
O=C(NC(Cc1c[nH]c2ccccc12)C(=O)Nc1ccc(F)c([N+](=O)[O-])c1)c1cccs1 (configuration not stated),1.5%,12%,5%,7%,8.9%,0.1%,-4%,7.0,51,-13%,
CCOC(=O)C1=C(C)Nc2sc(C(=O)c3ccc(F)cc3)c(N)c2C1c1ccc(C(=O)OC)cc1 (configuration not stated),5.2%,11%,-5%,3%,0.1%,0.2%,-5%,1.1,49,-2%,
COC(=O)C(/C=N/OCc1ccc([N+](=O)[O-])cc1)NC(=O)c1ccccc1 (configuration not stated),-1.0%,1%,4%,0%,0.1%,0.0%,-7%,0.6,54,0%,
COc1ccc(CN2CC(=O)N(c3ccccc3OC)C2=S)cc1OC,-0.7%,0%,-4%,4%,2.8%,0.0%,-7%,1.1,85,-6%,
Cn1c(CNS(=O)(=O)c2ccc(Br)cc2)n[nH]c1=S,2.6%,0%,3%,2%,0.7%,0.5%,-4%,0.8,55,6%,
COC(=O)C1=C(C)N(c2ccc(C)c(C)c2)/C(=C/c2ccco2)C1=O,30%,1%,36%,4%,0.0%,0.1%,7%,1.8,73,-9%,
COc1ccc(NC(=O)C=C(C)C)cc1Cl,-1.8%,0%,-1%,-5%,2.8%,-0.2%,-1%,0.6,57,2%,
Cc1ccccc1C(=O)N1CCC(C(=O)N(C)CCOc2ccccc2)CC1,-1.3%,8%,2%,0%,0.0%,-0.1%,2%,-0.2,72,1%,
COc1ccc(C2Nc3ccccc3C(=O)N2Cc2ccco2)cc1COc1ccc(F)cc1 (configuration not stated),5.8%,13%,30%,-4%,1.0%,0.3%,-12%,0.0,90,15%,
COc1ccc(C(OC(=O)c2ccco2)C(=O)NCc2ccco2)cc1 (configuration not stated),-2.4%,15%,-2%,-2%,0.4%,0.2%,-1%,0.8,80,10%,
Cc1ccccc1CNC(=O)c1ccccc1N(C)S(=O)(=O)c1ccccc1,-0.4%,-24%,-10%,0%,-1.9%,-0.1%,1%,0.3,58,-2%,
S=C(NCCN1CCOCC1)Nc1cccc2ccccc12,-0.8%,0%,-8%,1%,1.4%,0.4%,2%,-0.7,52,-9%,
CC(=O)Nc1ccc(C(=O)OCc2ccc(Cl)cc2)cc1,0.7%,18%,4%,3%,0.2%,-0.1%,0%,-2.4,88,-1%,
Cc1cc(C(=O)CCl)c(C)n1-c1cccc([N+](=O)[O-])c1,-1.4%,8%,-3%,2%,0.2%,-0.2%,1%,4.2,41,3%,
COc1ccc(Cl)cc1N(CC(=O)Nc1ccc2c(c1)OCO2)S(C)(=O)=O,1.0%,10%,-6%,3%,0.3%,0.1%,0%,-1.4,83,-4%,
CC(C)Cc1nc(N2CCCCC2)c(C#N)c2c1CCC2,-1.5%,4%,-1%,3%,-0.2%,0.0%,-1%,1.9,64,4%,

# Some of these compounds in order of heavy-atom count, low to high:
SMILES,HIV peptide binding,GPR55 LPI antagonism,AID2073,SIAH1 antagonists,K1F lysis inhibition,GPR55 beta-arrestin,Dengue-2 NS5 capping,NTR1 ag,NTR1 ag cell count 20 µM,GPR35 antagonists,others
COc1ccc(NC(=O)C=C(C)C)cc1Cl,-1.8%,0%,-1%,-5%,2.8%,-0.2%,-1%,0.6,57,2%,
CC(=O)Nc1ccc(C(=O)OCc2ccc(Cl)cc2)cc1,0.7%,18%,4%,3%,0.2%,-0.1%,0%,-2.4,88,-1%,
S=C(NCCN1CCOCC1)Nc1cccc2ccccc12,-0.8%,0%,-8%,1%,1.4%,0.4%,2%,-0.7,52,-9%,
COC(=O)C1=C(C)N(c2ccc(C)c(C)c2)/C(=C/c2ccco2)C1=O,30%,1%,36%,4%,0.0%,0.1%,7%,1.8,73,-9%,
COc1ccc(C(OC(=O)c2ccco2)C(=O)NCc2ccco2)cc1 (configuration not stated),-2.4%,15%,-2%,-2%,0.4%,0.2%,-1%,0.8,80,10%,
COc1ccc(Cl)cc1N(CC(=O)Nc1ccc2c(c1)OCO2)S(C)(=O)=O,1.0%,10%,-6%,3%,0.3%,0.1%,0%,-1.4,83,-4%,
Cc1ccccc1CNC(=O)c1ccccc1N(C)S(=O)(=O)c1ccccc1,-0.4%,-24%,-10%,0%,-1.9%,-0.1%,1%,0.3,58,-2%,
COc1ccc(C2Nc3ccccc3C(=O)N2Cc2ccco2)cc1COc1ccc(F)cc1 (configuration not stated),5.8%,13%,30%,-4%,1.0%,0.3%,-12%,0.0,90,15%,

# Additional results.
SMILES,HIV peptide binding,GPR55 LPI antagonism,AID2073,SIAH1 antagonists,K1F lysis inhibition,GPR55 beta-arrestin,Dengue-2 NS5 capping,NTR1 ag,NTR1 ag cell count 20 µM,GPR35 antagonists,others
Cc1ccc(OCC(=O)NCc2ccccc2)c([N+](=O)[O-])n1,-2.5%,-4%,-3%,3%,0.8%[50 µM],0.4%,-8%,-2.7,85,8%,
Cn1c(=O)c2c(n(C)c1=O)=NC1(CCCCC1)N=2,-0.4%,11%,-5%,-4%,-0.5%,-0.2%,3%,2.8,45,22%,
CCOc1cc(/C=C(\C#N)C(=O)Nc2ccc(S(N)(=O)=O)cc2)ccc1OCCN1CCOCC1,0.4%,2%,-1%,7%,1.2%[50 µM],0.0%,-3%,0.8,66,1%,
CCCNC(=O)Nc1cc(OCC)c(N2CCOCC2)cc1OCC,-0.9%,3%,-9%,1%,0.8%,0.0%,-2%,-0.2,85,8%,
COc1ccc(/C=N/NC(=O)c2nonc2N)cc1OC,0.8%,-6%,1%,1%,-0.7%,-0.3%,3%,0.8,47,-9%,
Cc1ccc(NC(=O)c2cc([N+](=O)[O-])ccc2N2CCOCC2)cc1S(=O)(=O)N1CCOCC1,-0.3%,5%,-6%,3%,0.0%,0.0%,-4%,-0.8,75,6%,
O=[N+]([O-])c1ccccc1-c1ccc(C(=S)N2CCCC2)o1,9.7%,4%,21%,-2%,-0.5%,-0.3%,47%,-0.8,42,4%,
COc1ccc(CNC(=O)CCS(=O)(=O)Cc2cccc(Cl)c2)c(OC)c1,1.9%,6%,4%,-5%,-0.1%,0.5%,-6%,-0.2,47,-5%,
Cn1c(-c2ccc3c(c2)OCO3)cnc1NCc1cccc(Cl)c1,4.7%,-4%,6%,4%,0.8%,-0.3%,-5%,2.1,52,3%,
COc1ccc(/C=C(/NC(=O)/C=C/c2ccccc2)C(=O)N2CCOCC2)cc1,1.1%,6%,9%,1%,0.1%[50 µM],-0.2%,-3%,-0.1,68,-11%,
O=C1CC(c2ccccc2)n2ncnc2N1 (configuration not stated),-0.2%,2%,1%,4%,0.3%,-0.1%,-3%,1.4,92,12%,Dengue-2 NS5 capping pilot replicate=-4.4
O=[n+]1cc(-c2ccc(Cl)cc2)n([O-])c2c1CCC2,0.6%,4%,2%,1%,-0.6%,-0.1%,-5%,-0.6,37,-14%,
CCC(=O)OCCNc1cc(Sc2nc3ccccc3s2)c2nonc2c1[N+](=O)[O-],-2.9%,1%,-12%,45%,-17%,0.4%,30µM*,31,72,-18%,
O=C(NC(=O)c1cccc(Cl)c1)OC[C@@H]1CCCN2CCCCC12 (some centres not stated),-0.6%,15%,-4%,-2%,-0.4%,0.3%,1%,2.7,46,-1%,
CCn1c(CNC(=O)c2ccccc2Br)nnc1SCC(=O)NC1=NCCS1,-1.4%,7%,-6%,0%,0.4%,-0.2%,2%,-0.2,50,4%,
CCn1c(SCC(=O)NCc2ccc3c(c2)OCO3)nc2c(c1=O)SCC2,-2.5%,4%,0%,-1%,0.8%[50 µM],0.8%,-2%,-0.3,68,-2%,
O=C(O)c1ccc2c(=O)n(Cc3ccccc3)c(SCc3ccc([N+](=O)[O-])cc3)nc2c1,69%,0%,13%,2%,-0.3%,0.0%,17%,-0.4,88,5%,
CCN(CC)C(=O)CN(c1ccc2c(c1)OCO2)S(C)(=O)=O,0.8%,5%,2%,0%,2.4%,0.2%,-1%,-0.3,49,-9%,
